Screening data deposited in PubChem BioAssay by several laboratories.
CRFBP-R2 agonist: CRF-BP/CRF-R2 complex agonism. HEK293 CRF-R2/CRF-BP, calcium dye fluorescence (FLIPR); percent of saturating CRF peptide response. activation, % at 13.2 µM. 0.46% of 350,000 active. AID 588473;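 active = activation of at least 50%, plus an integration ratio under a set limit after plate pattern correction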;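 also: plate controls were neutral control wells without compound for no effect and CRF at EC100 for full effect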
M4 PAM: potentiates acetylcholine response at human M4 receptor; P08173; CHO-K1 hM4/Gqi5, Fluo-8 calcium fluorescence, ACh EC20; 0% = ACh EC20, 100% = maximal ACh; activation, % at 3 µM; 0.4% of 360,000 active; AID 624126;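 active = activation above its plate's cutoff, the mean activation of sample wells plus 3 SD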; also: some results filed as inactive read as strong as hits
CRFBP-R2 block: CRF-BP/CRF-R2 complex antagonism | HEK293 CRF-R2/CRF-BP, CRF-induced calcium fluorescence | inhibition, % at 11.8 µM | 0.59% of 350,000 active | AID 588475;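 active = inhibition of the ligand-induced calcium signal above about 50% at the single tested concentration, limit read from the data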
PHOSPHO1 block: PHOSPHO1 (human) inhibition. Q8TCT1. recombinant PHOSPHO1, absorbance phosphatase assay. inhibition, % at 13.3 µM. 1.1% of 290,000 active. AID 1565; in the data active = inhibition above about 60%
p-CIP stab down: compounds decreasing mouse p/CIP protein stability | Q05BA5 | F442A p/CIP-EGFP cells, EGFP fluorescence, 16 h | decrease of EGFP signal, % at 10 µM | 0.01% of 290,000 active;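 active = EGFP signal decrease of at least 30% at 10 µM or well 3 SD below plate mean, unless failing retest; inactive = the rest, including hits failing retest or dose response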; also: some compounds called inactive have numbers as strong as hits; many of its hits are not listed in these tables
Target sequence (Q05BA5 1-1403): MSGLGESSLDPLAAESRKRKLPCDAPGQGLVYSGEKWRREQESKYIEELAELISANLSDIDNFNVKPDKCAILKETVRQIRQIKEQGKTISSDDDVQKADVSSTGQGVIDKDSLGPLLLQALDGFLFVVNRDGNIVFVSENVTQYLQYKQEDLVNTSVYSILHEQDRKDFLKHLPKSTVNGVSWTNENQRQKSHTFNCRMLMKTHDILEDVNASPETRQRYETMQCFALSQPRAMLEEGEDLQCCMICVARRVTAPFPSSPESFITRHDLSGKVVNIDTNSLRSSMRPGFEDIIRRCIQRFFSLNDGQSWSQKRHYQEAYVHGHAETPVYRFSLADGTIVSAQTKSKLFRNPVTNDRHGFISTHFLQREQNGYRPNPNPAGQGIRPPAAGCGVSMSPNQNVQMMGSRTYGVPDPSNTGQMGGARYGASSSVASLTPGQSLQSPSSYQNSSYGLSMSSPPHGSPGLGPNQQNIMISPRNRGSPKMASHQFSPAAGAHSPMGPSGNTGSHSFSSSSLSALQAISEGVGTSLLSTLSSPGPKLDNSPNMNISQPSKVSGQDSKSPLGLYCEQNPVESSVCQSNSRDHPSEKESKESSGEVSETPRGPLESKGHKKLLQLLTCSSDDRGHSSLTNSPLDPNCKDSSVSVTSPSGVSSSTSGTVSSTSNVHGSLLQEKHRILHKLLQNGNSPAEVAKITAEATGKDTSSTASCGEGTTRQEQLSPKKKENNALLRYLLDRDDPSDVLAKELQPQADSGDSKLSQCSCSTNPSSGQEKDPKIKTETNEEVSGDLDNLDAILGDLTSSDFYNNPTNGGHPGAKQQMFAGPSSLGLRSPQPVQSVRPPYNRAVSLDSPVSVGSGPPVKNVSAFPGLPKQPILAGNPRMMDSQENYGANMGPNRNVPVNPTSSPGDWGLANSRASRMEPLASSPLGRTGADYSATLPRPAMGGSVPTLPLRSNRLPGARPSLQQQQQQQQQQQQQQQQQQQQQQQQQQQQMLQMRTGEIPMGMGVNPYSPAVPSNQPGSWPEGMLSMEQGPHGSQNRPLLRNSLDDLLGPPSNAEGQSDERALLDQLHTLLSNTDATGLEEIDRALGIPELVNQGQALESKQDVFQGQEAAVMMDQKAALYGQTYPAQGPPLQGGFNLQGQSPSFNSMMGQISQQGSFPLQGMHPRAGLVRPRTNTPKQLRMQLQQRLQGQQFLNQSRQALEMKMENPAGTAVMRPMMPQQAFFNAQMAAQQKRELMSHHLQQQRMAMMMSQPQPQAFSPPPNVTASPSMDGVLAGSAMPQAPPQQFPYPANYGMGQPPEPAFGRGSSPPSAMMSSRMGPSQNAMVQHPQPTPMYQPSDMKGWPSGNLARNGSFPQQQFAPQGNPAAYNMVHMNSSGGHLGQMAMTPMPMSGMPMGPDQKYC
MEKK3 PB1 HTS: MEKK3-MEK5 PB1 interaction, increase or decrease | Q99759 | bead-based flow cytometry, Alexa488-MEK5 binding to MEKK3; actives lie on both sides; 0 = blocked by unlabeled MEK5, 100 = vehicle | binding response (% of control), % at 10 µM | 1.4% of 290,000 active | AID 1529;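 active = binding response more than 3 SD above or below the average of its plate-row segment, actives on both sides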;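 also: Alexa488 bead fluorescence after subtracting the streptavidin-only scavenger bead signal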
GalR3 antag: antagonists of human GalR3; O60755; HEK293 GalR3-CNG cAMP membrane potential fluorescence; galR3 body fused to GalR1 C-terminus; inhibition, % at 3 µM; 0.44% of 360,000 active;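 active = inhibition above the screen-wide average plus 3 SD, cut at about 13% in these data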;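 also: forskolin and galanin both at EC90 stimulate the cells; cAMP rise reported by CNG channel membrane potential dye signal; 0% = forskolin plus galanin with DMSO and 100% = forskolin alone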
IDE cell inh: inhibitors of human insulin-degrading enzyme in cells. P14735. HEK cells, FAbetaB cleavage, fluorescence polarization. inhibition, % at 5.59 µM. 0.41% of 320,000 active;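 active = percent inhibition above the average of all tested compounds plus 3 SD, set per screening campaign, cut at about 16% in these data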;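 also: IDE supplied by intact live HEK cells; FP after avidin binding of uncleaved biotin substrate so inhibition keeps polarization high; 0% = DMSO wells and 100% = 60 µM reference IDE inhibitor Ii1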
IDE cell activ: boosts human insulin-degrading enzyme activity in HEK cells. AID 493087. FAbeta-B cleavage, fluorescence polarization; 0% vehicle, 100% cell-free pure enzyme wells. activation, % at 5.96 µM. 0.073% of 340,000 active;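 active = activation above the mean of all tested compounds plus 3 SD, set per screening campaign, cut at about 17% in these data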
The depositor's hits bear a star; · = no result given. Outcome played no part in choosing rows; overall some 4.2% were active at least once.

SMILES	CRFBP-R2 agonist	M4 PAM	CRFBP-R2 block	PHOSPHO1 block	p-CIP stab down	MEKK3 PB1 HTS	GalR3 antag	IDE cell inh	IDE cell activ
CC1=C(C(=O)OCc2ccccc2)C(c2ccc(Br)cc2)NC(=O)N1CCCC(=O)O (configuration not stated)	-0.3	·	11	-2	-14	101	-7	-8	·
Cc1cccc(NC(=S)Nc2ccc(N3CCOCC3)cc2)c1C	-6.7	6	6	-2	-13	100	3	2	2
O=C(NNC(=O)c1c(O)c2ccccc2[nH]c1=O)c1ccccc1Br	-0.7	0	-15	27	2	96	-5	5	2
CCOc1ccc(CSC2=NCCN2)cc1Cl	-1.1	-6	-3	-6	-7	103	6	2	5
O=C(CSc1nc2ccccc2o1)N1c2ccccc2Sc2ccc(C(F)(F)F)cc21	-1.0	-1	-2	-21	1	102	-11	11	3
O=C(CSc1nc(-c2ccccc2)cs1)NCCN1C(=O)CSC1=O	0.0	-8	-10	32	-4	111	-4	6	1
COc1cccc(N(CC(=O)N2CCCCCC2)S(C)(=O)=O)c1	1.2	-5	-10	35	1	107	2	1	3
COc1ccc(N(C(=O)C2COc3ccccc3O2)C(C(=O)NC2CCCCC2)c2ccccc2)cc1OC (configuration not stated)	-1.5	-2	11	4	-6	102	-4	3	3
O=C(NNC(=O)C1CCN(Cc2cccc(F)c2)CC1)c1cccs1	-1.7	0	6	37	4	105	-3	-3	7
Cc1nc(-c2ccc(Cl)cc2)sc1C(=O)NNC(=O)C(C)C	-0.8	0	-16	42	-4	99	-2	-2	·
CCCCN1C(=S)NC[C@@H]1Cc1ccc(O)cc1	-2.2	4	2	18	-13	105	-5	-1	0
Cc1nc(SCC(=O)Nc2c(C)nn(C)c2C)c2cnn(-c3ccccc3)c2n1	-2.0	11	25	32	-10	103	-7	0	6
Cc1cc(Br)ccc1NC(=S)NCCc1ccccc1	-1.4	-8	2	37	-12	104	-1	·	5
Cn1cc(/C=C/C(=O)N2CCCC(C(=O)c3cccc(C(F)(F)F)c3)C2)cn1 (configuration not stated)	-0.6	6	28	26	-9	89	-1	2	1
N#Cc1ccccc1OCc1cn(CC(=O)c2ccc(O)cc2)nn1	-0.6	-3	5	·	·	·	-8	·	1
CCN(C(=O)CSc1nnc(-c2ccco2)n1C)c1c(N)n(Cc2ccccc2)c(=O)[nH]c1=O	-1.2	4	0	·	·	·	4	-4	1
CC(=O)OC(C)(C)C1Cc2cc3ccc(=O)oc3cc2O1 (configuration not stated)	-0.4	4	15	42	-1	103	-6	4	-2
O=C(Nc1ccccc1Cl)Nc1ccnn1C1CCN(C(=O)C2CCOC2)CC1 (configuration not stated)	-1.6	10	8	·	·	·	-3	·	·
COc1ccc(NC(=O)CN(C)C(=O)c2ccc(NS(=O)(=O)c3ccc4[nH]c(=O)[nH]c4c3)cc2)cc1	-1.4	7	-6	·	·	·	-3	4	1
CCO[C@@H]1OC(C(=O)NC2CC2)=C[C@H](c2ccc(C(F)(F)F)cc2)[C@H]1CCCO	-1.1	12	4	35	-4	104	-2	-1	5

Part of the list above in a different format:
Cc1nc(-c2ccc(Cl)cc2)sc1C(=O)NNC(=O)C(C)C
  CRFBP-R2 agonist: -0.8
  M4 PAM: 0
  CRFBP-R2 block: -16
  PHOSPHO1 block: 42
  p-CIP stab down: -4
  MEKK3 PB1 HTS: 99
  GalR3 antag: -2
  IDE cell inh: -2
  IDE cell activ: ·

CCCCN1C(=S)NC[C@@H]1Cc1ccc(O)cc1
  CRFBP-R2 agonist: -2.2
  M4 PAM: 4
  CRFBP-R2 block: 2
  PHOSPHO1 block: 18
  p-CIP stab down: -13
  MEKK3 PB1 HTS: 105
  GalR3 antag: -5
  IDE cell inh: -1
  IDE cell activ: 0

Cc1nc(SCC(=O)Nc2c(C)nn(C)c2C)c2cnn(-c3ccccc3)c2n1
  CRFBP-R2 agonist: -2.0
  M4 PAM: 11
  CRFBP-R2 block: 25
  PHOSPHO1 block: 32
  p-CIP stab down: -10
  MEKK3 PB1 HTS: 103
  GalR3 antag: -7
  IDE cell inh: 0
  IDE cell activ: 6

Cc1cc(Br)ccc1NC(=S)NCCc1ccccc1
  CRFBP-R2 agonist: -1.4
  M4 PAM: -8
  CRFBP-R2 block: 2
  PHOSPHO1 block: 37
  p-CIP stab down: -12
  MEKK3 PB1 HTS: 104
  GalR3 antag: -1
  IDE cell inh: ·
  IDE cell activ: 5

6 compounds from above, limited to GalR3 antag, CRFBP-R2 block and MEKK3 PB1 HTS.
Compound	GalR3 antag	CRFBP-R2 block	MEKK3 PB1 HTS
CCOc1ccc(CSC2=NCCN2)cc1Cl	6	-3	103
O=C(CSc1nc2ccccc2o1)N1c2ccccc2Sc2ccc(C(F)(F)F)cc21	-11	-2	102
O=C(CSc1nc(-c2ccccc2)cs1)NCCN1C(=O)CSC1=O	-4	-10	111
COc1cccc(N(CC(=O)N2CCCCCC2)S(C)(=O)=O)c1	2	-10	107
COc1ccc(N(C(=O)C2COc3ccccc3O2)C(C(=O)NC2CCCCC2)c2ccccc2)cc1OC (configuration not stated)	-4	11	102
O=C(NNC(=O)C1CCN(Cc2cccc(F)c2)CC1)c1cccs1	-3	6	105

Remaining list, next part.
SMILES	CRFBP-R2 agonist	M4 PAM	CRFBP-R2 block	PHOSPHO1 block	p-CIP stab down	MEKK3 PB1 HTS	GalR3 antag	IDE cell inh	IDE cell activ
COc1ccc(C(=O)Oc2cccc(Nc3ncnc4ccccc34)c2)cc1OC	0.5	-26	-5	0	4	105	-3	13	-6
CCCCOc1ccc(NC(=O)[C@@H]2CCCN2C(=O)C2CCN(S(=O)(=O)c3ccc(C)cc3)CC2)cc1	-0.5	6	-4	-8	-14	97	-2	-12	4
O=C(CSc1nnc2ccc(-c3ccc(F)cc3)nn12)N1CCOCC1	3.6	1	3	·	·	·	-1	4	0
CN(C(=O)c1cccnc1)c1nnc(-c2cnccn2)s1	1.1	1	4	-9	-6	95	0	0	3
Oc1ccc(C[C@H]2CNC(=S)N2CC2CCCN2C[C@H](Cc2ccccc2)N2C[C@H](Cc3ccc(O)cc3)N(CC3CCCCCC3)C2=S)cc1 (some centres not stated)	0.0	-2	-11	·	·	·	-2	·	2
CC#CCN1c2ccccc2[C@]23C[C@@H](C(=O)OC)N(C(=O)NCCBr)C2=NC(C(=O)OC)=C(C(=O)OC)[C@H]13	1.4	3	10	·	·	100	-2	0	1
COc1ccc(C(=O)NCC2CCCCC2)cc1S(=O)(=O)N1CCCC1	-0.9	4	1	·	·	·	-4	7	0
COc1ccccc1/C=N/NC(=O)C(=O)N1CCN(c2ccccc2OC)CC1	1.3	3	-30	-4	5	99	-11	5	-3
O=S(=O)(Nc1ccc(N2CCOCC2)cc1)c1ccc2ccccc2c1	-1.2	-8	14	23	-3	·	-2	-5	5
CC(C)[C@H]1COCCS(=O)(=O)N1Cc1ccccc1-c1ccc(F)cc1	-0.4	-9	9	·	·	·	-6	·	6
COc1ccc(C)cc1S(=O)(=O)N1c2ccc(C)cc2C2CN(C)CCC21 (configuration not stated)	-0.4	11	6	·	·	·	-5	·	4
CCN1CCN(S(=O)(=O)c2ccc(Cl)c(C(=O)NC3CCCC3)c2)CC1	-0.7	6	-5	·	·	·	1	4	3
FCCCOc1ccc(-c2nccc(-c3ccc(Br)cc3)n2)cc1	5.7	14	-5	18	-6	98	2	-2	-3
CC[N+](CC)(CC(=O)Nc1c(C)cccc1C)Cc1ccccc1	-0.3	-7	-9	·	·	·	-1	1	8
Cc1ccc(NC(=O)COC(=O)CN2C(=O)C3CCCCC3C2=O)cc1S(=O)(=O)N1CCOCC1 (configuration not stated)	0.8	-7	5	-1	4	87	-4	-2	6
COc1c(OC(C)=O)ccc(/C=C/c2ccc3cccc(OCc4ccccc4)c3n2)c1[N+](=O)[O-]	-0.3	-8	5	-7	10	93	6	-4	0
COCCCNC(=O)C12CCC(C)(C(=O)C1)C2(C)C (configuration not stated)	1.7	2	6	-25	-14	98	-3	6	4
Nc1cc2c(cc1Cl)-c1ccc([N+](=O)[O-])cc1C2=NO	1.2	2	-3	·	·	·	-8	·	-6
Cc1ccc(N2C(=O)CC(N(CCc3ccccc3)C(=S)Nc3ccc(N(C)C)cc3)C2=O)cc1 (configuration not stated)	2.5	-3	-9	40	-5	93	-3	-1	0
CCN(CC(=O)N1CCc2ccccc2C1)S(=O)(=O)c1ccc2ccccc2c1	0.9	-11	-11	-1	13	92	-4	-1	5
O=C(c1ccc(O)cc1)c1ccc(C(=O)O)c(C(=O)O)c1	-0.5	14	4	31	0	95	-3	4	7
COc1ccc(CN(C(=O)c2ccco2)c2ccccc2)cc1	1.9	13	26	5	-2	92	-4	3	-7
C=CCn1c(SCC(=O)Nc2sccc2C(N)=O)nc2sc(CC)cc2c1=O	1.6	-10	5	12	-4	98	-5	7	-5
Cc1cc(NS(=O)(=O)c2ccc(NC(=O)Cc3cccs3)cc2)no1	-0.4	4	8	-60	-4	100	·	4	6
O=C1c2ccccc2C(=O)c2c([N+](=O)[O-])ccc(O)c21	-0.8	-2	5	-31	6	88	1	6	5
O=c1[nH]c(Sc2ccc([N+](=O)[O-])cc2[N+](=O)[O-])nc2ccccc12	-1.0	-7	-6	·	·	·	-4	7	5
Cc1cc(C)c(C)c(S(=O)(=O)NCc2ccc(C(=O)N3CCN(C)CC3)cc2)c1C	15	-5	30	3	-33	110	-4	8	3
CC1(C)Cc2[nH]c(=S)c(C#N)cc2CO1	-3.4	11	16	59	-8	99	-4	5	-2
CCN(CC)c1ccc(CN(C(=O)c2ccco2)C2CCS(=O)(=O)C2)cc1 (configuration not stated)	-0.2	9	-9	24	-10	·	·	0	5
COc1ccc(Cc2nc3ccccc3c(=O)n2N)cc1OC	4.1	0	-21	·	·	·	-4	-3	6
COc1ccc(N2CCC(CNC(=S)Nc3c(C)cccc3C)C2)cc1 (configuration not stated)	-0.1	-7	21	-17	-10	104	-7	-3	-1
O=C(NCCN1CCOCC1)C(=O)c1c[nH]c2ccccc12	-1.0	-6	-14	2	-8	102	-8	-4	3
O=C(NC1CCCCC1)N1CCC(c2nc(-c3ccc(S(=O)(=O)N4CCCC4)cc3)no2)CC1	9.3	21	-34	7	-10	94	·	2	0
Cc1ccc2oc(=O)n(CCC(=O)Nc3ccc(N4CCOCC4)cc3)c2c1	-0.8	-2	-13	29	-2	101	0	-1	2
O=C(NCc1ccc(F)cc1)C1CCCN(S(=O)(=O)c2cccnc2)C1 (configuration not stated)	-0.7	4	4	21	-10	102	-4	2	2
Cc1ccc(C(C(=O)NCc2ccco2)N(C(=O)CNC(=O)c2cccs2)c2ccc(C)cc2C)cc1 (configuration not stated)	-0.7	19	11	15	-2	92	-2	1	-2
CCOC(=O)C1CC(=O)c2ccccc2C1c1ccccc1 (configuration not stated)	-3.2	0	4	·	·	·	-1	·	4
Cc1ccnc(N=Cc2c(O)ccc3oc4c(c23)CCCC4)c1	·	·	·	-24	-11	101	·	1	·
Cc1ccc2nc(SCC(=O)Nc3ccc(C)c(Cl)c3)nc(=O)n2c1	-0.2	6	5	·	·	·	-3	-1	-3
CCN1C(=O)c2cccc3c(NC(=O)C(C)(C)C)ccc1c23	0.2	7	-2	1	-9	110	-1	0	1
O=S(=O)(NCCc1ccccc1)c1cccc2nsnc12	-2.0	-8	13	1	-3	90	-2	-2	2
